# Vif inh – blocks HIV Vif function; HEK293T cells, Vif self-association by quenched fluorescence, imaging, 24 h; actives 0.35% (n = 340,000); inhibition, % at 7.49 µM; in the data active = inhibition above about 50%, passing the limit was not always enough; note: some results filed as inactive read as strong as hits
# Glyco luc inh – blocks N-linked glycosylation in D54 reporter cells; actives 0.23% (n = 360,000); D54 ERlucT glycosylation luciferase reporter, 24 h; percent of 100 nM tunicamycin response; reporter increase, % at 12.5 µM; AID 588692;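 active = mean luciferase reporter signal, scaled so untreated is 0 and the glycosylation-blocking control 100, at or above a set limit in every replicate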;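 note: luciferase carries N-glycosylation sites so blocking glycosylation raises the light; 0% = median of neutral control wells and 100% = median of 100 nM tunicamycin wells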
# TLR9-MyD88 block – blocks human TLR9 binding to MyD88 | CHO BLA complementation TLR9-MyD88, CCF4 FRET ratio | actives 0.21% (n = 340,000) | inhibition, % at 4.98 µM | Q9NR96+Q99836;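 active = inhibition above the mean over all tested compounds plus 3 SD, cut at about 21% in these data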;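 note: 0% = DMSO only wells and 100% = clavulanate BLA inhibitor control wells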
# ABCB6 inh MLPCN – blocks the human ABCB6 transporter. fluorescence ratio to DMSO, % at 10 µM. K562-ABCB6 porphyrin accumulation, flow cytometry, 1 h; hits give low values. Q9NP58. actives 0.19% (n = 360,000);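 active = fluorescence ratio to DMSO below 75%, the collection mean minus 3 SD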;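 note: signal is porphyrin accumulated inside mitochondria; 100% equals median channel fluorescence of DMSO control wells; lower ratio means ABCB6 inhibition with less porphyrin fluorescence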
# ABHD5-PLIN5 inh – blocks binding of human ABHD5 to perilipin-5; Split G. princeps luciferase complementation, luminescence, 4 h; inhibition, % at 4 µM; AID 602281; actives 0.78% (n = 360,000); Q00G26+Q8WTS1;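 active = inhibition above the mean inhibition across every tested compound plus 3 SD, cut at about 22% in these data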;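 note: 0% = DMSO only wells and the 100% control is not disclosed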
# MC4R ag barr – human MC4R agonism via beta-arrestin; P32245; U2OS MC4R beta-arrestin complementation, luminescence; percent of melanotan II response, DMSO zero; activation, % at 8.9 µM; actives 0.98% (n = 360,000); AID 540308;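 active = activation above a per-plate cutoff, the mean activation of sample wells on that plate plus 3 SD, cut at about 8% in these data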
# Target sequence (P32245 whole entry, looked up): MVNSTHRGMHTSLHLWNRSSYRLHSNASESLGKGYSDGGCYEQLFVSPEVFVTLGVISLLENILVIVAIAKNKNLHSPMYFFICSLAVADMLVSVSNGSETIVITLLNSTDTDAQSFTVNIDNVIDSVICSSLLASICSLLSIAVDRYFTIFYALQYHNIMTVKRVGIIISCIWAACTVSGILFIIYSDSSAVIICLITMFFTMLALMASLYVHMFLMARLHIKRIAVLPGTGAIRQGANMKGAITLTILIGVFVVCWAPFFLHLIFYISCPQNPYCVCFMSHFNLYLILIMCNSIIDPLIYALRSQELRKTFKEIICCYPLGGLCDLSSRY
# aDG glyco act – increases alpha dystroglycan glycosylation. Pro5-aDG cells, alpha-DG glycosylation AlphaScreen (IIH6); 0% Pro5, 100% B10-LARGE cell signal. activation, % at 10 µM. actives 0.22% (n = 360,000). AID 624168;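 active = activation of at least 8% versus controls, or a plate z-score of at least 8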;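 note: Pro5 are CHO cells carrying HIG-tagged alpha-DG that lacks glycosylation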
# NOD2 RIPK2 PPI – blocks binding of human NOD2 to RIPK2. O43353. CHO BLA complementation NOD2-RIPK2, CCF4 ratio. inhibition, % at 4.98 µM. actives 0.38% (n = 360,000); in the data active = inhibition above about 21%;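 note: 0% = vehicle only and 100% = reference blocker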
# Target sequence (O43353 whole entry, looked up): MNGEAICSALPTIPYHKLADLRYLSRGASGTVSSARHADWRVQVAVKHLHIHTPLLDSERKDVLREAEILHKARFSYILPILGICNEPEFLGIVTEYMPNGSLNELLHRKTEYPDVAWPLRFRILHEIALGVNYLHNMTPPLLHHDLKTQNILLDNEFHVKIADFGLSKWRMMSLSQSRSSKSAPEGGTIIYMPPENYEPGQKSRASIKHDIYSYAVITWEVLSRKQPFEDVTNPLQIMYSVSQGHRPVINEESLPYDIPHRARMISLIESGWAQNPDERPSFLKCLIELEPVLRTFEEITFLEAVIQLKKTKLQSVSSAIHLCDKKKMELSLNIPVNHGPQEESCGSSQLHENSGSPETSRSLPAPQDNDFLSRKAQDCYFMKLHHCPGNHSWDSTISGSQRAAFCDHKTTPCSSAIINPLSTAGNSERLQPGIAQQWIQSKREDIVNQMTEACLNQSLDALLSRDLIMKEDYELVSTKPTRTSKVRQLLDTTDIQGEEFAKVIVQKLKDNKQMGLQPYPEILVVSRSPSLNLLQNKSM
# MC4R antag cAMP – human MC4R antagonism in cAMP assay; inhibition, % at 6.5 µM; P32245; MC4R-expressing cells, MTII-stimulated cAMP, LANCE TR-FRET; actives 0.48% (n = 360,000); AID 540295;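 active = inhibition above its plate's cutoff, the mean of tested wells on that plate plus 3 SD, cut at about 29% in these data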;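 note: 0% = Melanotan II alone and 100% = Melanotan II plus saturating MCL0020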
#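 Material: U2OS-MC4R stable cell line | Reagent: Melanotan II challenge after compound preincubation | Doses: One concentration, 6.5 µM nominal | Incubation: 30-min compound preincubation, 1-h Melanotan II challenge, 1-h detection, room temperature | Signal: TR-FRET cAMP assay | Replicates: One well per compound, no replicates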
# Exocytosis inh – blocks lytic granule exocytosis | actives 0.66% (n = 360,000) | TALL-104 LAMP-1 surface exposure, flow cytometry; cells stimulated with thapsigargin and PMA | inhibition, % at 10 µM;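 active = inhibition above about 55%, limit read from the data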
# * marks the source's active call; other numbers are inactive results; · = not tested or not shown. Only part of the results is shown; rates above refer to the full screens.
SMILES,Vif inh,Glyco luc inh,TLR9-MyD88 block,ABCB6 inh MLPCN,ABHD5-PLIN5 inh,MC4R ag barr,aDG glyco act,NOD2 RIPK2 PPI,MC4R antag cAMP,Exocytosis inh
NC(=O)c1ccc(=O)n(C2OC(CO)C(O)C2O)c1 (configuration not stated),-5,1,-5,98,-3,-1.1,-0.2,-13,6,10
Cc1cc2oc(=O)cc(C)c2cc1NC(=O)CCl,-2,12,·,99,4,-0.7,0.2,-9,19,-1
CC(CCc1ccccc1)NC(=O)C1CCCN(c2nnc(-n3cccc3)s2)C1 (configuration not stated),·,-1,-4,105,8,-0.5,0.0,1,17,-4
Cc1ccc(S(=O)(=O)N2CCOCC2)cc1C(=O)N(C)CCOc1ccc(Cl)cc1,-11,-2,-5,96,7,1.9,0.2,-1,27,-3
Cc1cc(Br)c2c(c1)C1(OCCO1)C(=O)N2,0,2,10,95,-6,-1.8,0.0,-6,3,-6
Cc1oc(-c2ccccc2)nc1C(=O)OCC(=O)NC(=O)NCC(C)C,15,1,-5,103,-2,2.3,-0.1,-4,5,-1
Cc1cc(NC(=O)c2cncc(Br)c2)no1,4,3,7,93,5,-1.1,-0.1,-8,4,1
Cc1ccc(NC(=O)CN(C)C(=O)c2ccc(C(F)(F)F)cc2)cc1,4,3,2,86,-3,1.3,0.5,0,-2,-2
CSc1ccccc1C(=O)OCC(=O)N1CCCC1=O,-13,0,4,103,4,3.6,0.8,-20,-2,-3
CCOc1ccc(OCC)c(NC(=O)CCn2cccc2)c1,2,0,-3,94,0,3.0,-0.3,8,5,-2
Nc1ncnc(N(c2ccccc2)C2CCCCC2)c1[N+](=O)[O-],0,-7,1,100,-1,-0.5,0.1,-9,3,-1
O=C(Nc1nc(-c2cc(Cl)sc2Cl)cs1)c1cccs1,3,2,-7,97,-2,3.0,0.3,-10,1,-4
CCOc1cc(CNCc2cccs2)cc(Br)c1OCC,-11,-1,2,115,3,-0.3,0.2,-2,-3,-3
COc1ccc(Cc2nnc(SCC(=O)Nc3ncc(C)s3)o2)cc1,-2,1,7,93,-16,-1.3,0.1,-3,3,0
CCNC(=S)N1CCN(c2cccc(C(F)(F)F)c2)CC1,9,2,0,98,-3,-1.0,0.4,-1,10,0
CNC(=O)C[C@@H]1C(=O)N(c2ccc(OC)cc2)CC1(C)C,-4,1,5,96,0,1.1,-0.1,-12,1,1
CCOC(=O)N1CCN(C(=O)CN2C(=O)COc3ccc(C)cc32)CC1,20,3,3,94,5,-0.7,-0.2,-3,-1,-4
Cc1ccccc1N1CC(C(=O)Nc2ccc(S(=O)(=O)N3CCCC3)cc2)CC1=O (configuration not stated),12,-1,6,100,7,0.4,-0.3,3,6,1
CN(CC(=O)N1CC(=O)N(CCc2ccccc2)C(=O)C1)S(=O)(=O)c1cccc2nsnc12,0,1,1,92,8,-0.6,0.0,4,3,-6
O=C(NCc1ccccn1)c1ccccc1OCc1ccccc1Cl,·,11,-4,103,3,-0.1,0.5,-14,6,-2
CCCCc1nnc(NC(=O)CCSc2ccccc2)s1,3,4,-2,102,2,3.5,0.0,0,0,3
CC(C)(Oc1ccc(Cl)cc1)C(=O)NC1CC1,-4,1,-13,88,-4,-0.1,-0.2,-8,7,10
COc1ccc(Cn2c(C(C)C)nc3sc4ccccc4c(=O)c3c2=O)cc1,2,0,-12,95,-4,0.6,0.5,-19,-4,2
COc1ccc(CNC(=O)c2ccc(Cn3cc(Br)cn3)o2)cc1,·,-3,-5,105,4,0.7,0.2,-6,-5,-13
COc1ccc2c(COC(=O)CC3Sc4ccccc4NC3=O)cc(=O)oc2c1 (configuration not stated),-25,1,2,103,4,0.6,-0.1,-10,-4,10
Cc1cc(C)nc(Nc2ccc(Br)cc2C(=O)O)n1,-1,1,8,100,-6,0.2,-0.1,-1,11,-1
COc1ccc(-c2cc(-c3ccccc3)n[nH]2)c(O)c1,-5,-5,0,101,2,-2.4,0.1,2,8,1
O=C(/C=C/c1ccccc1[N+](=O)[O-])NCc1cccnc1,-4,0,9,97,-2,-3.0,-0.1,-2,-1,2
Cn1nnnc1SCC(=O)N1CCN(c2ccccc2)CC1,25,-1,-1,102,-5,2.4,0.1,-21,6,5
CCCOc1ccc(C(=O)NC(=S)NNC(=O)c2c(-c3ccccc3)noc2C)cc1,6,4,7,101,-15,-3.8,0.7,4,-1,-10
COc1cccc(CNC(=O)[C@@H]2CCCN2C(=O)[C@H]2CCCCN2C(=O)c2cccc(OC)c2)c1,·,·,·,90,-1,·,0.1,-11,·,3
CC1CCN(S(=O)(=O)c2ccc(C(=O)Nc3ccccn3)cc2)CC1,-12,-2,-2,92,5,-3.6,0.4,6,-2,-1
Cc1cc(C)nc(N/N=C/c2cc(C)n(CC(F)(F)F)c2C)n1,-5,0,-3,100,4,-2.5,5.3,-1,11,-2
COc1ccc(-c2cccc(NS(=O)(=O)c3ccc([N+](=O)[O-])cc3)c2)nn1,-6,2,1,101,-8,-2.1,-0.2,-1,17,1
COc1ccccc1Nc1nn2c(=O)c3ccc(C(=O)N4CCCCC4)cc3nc2s1,-4,3,-22,94,-9,-0.4,-0.6,-4,2,9
Cc1cc(C)n(-c2cc(-c3ccccc3)nc(C)n2)n1,5,0,-2,102,-2,0.7,-0.2,3,2,-2
Cc1cc(F)ccc1C(O)c1ncc(-c2ccccc2Cl)[nH]1 (configuration not stated),·,3,·,96,-5,0.4,-0.3,-3,-8,1
COCCN1CN(S(=O)(=O)c2cccc(Cl)c2)c2nc3ccccc3nc21,-5,1,-11,95,-5,-1.5,0.1,-3,4,13
Cc1oc2cc(OC(=O)c3ccco3)ccc2c(=O)c1-c1nc2ccccc2n1C,0,2,-6,97,4,0.4,0.3,1,0,-2
CC(=O)Nc1ccc(C(=O)NNC(=O)c2ccc(Cl)cc2Cl)cc1,-5,3,-8,106,2,-2.0,0.0,-7,-7,0
Cc1ccnc(NC(=O)c2cccc(NC(=O)c3ccc(Cl)c(Cl)c3)c2)c1,-14,0,-7,96,-5,0.5,0.1,-8,6,0
CCCS(=O)(=O)NC(=O)C1(C)CCN(C(=O)Cc2ccc(OC)cc2)C1 (configuration not stated),-3,0,·,97,8,-0.9,-0.4,-4,4,11
O=C(c1cccc(C(F)(F)F)c1)N1CCCCCC1,13,2,2,100,3,-0.6,-0.2,5,12,4
CC1(c2nnnn2-c2ccc3c(c2)OCCO3)CCC(=O)N1Cc1cccc(C(F)(F)F)c1 (configuration not stated),·,·,·,101,-6,·,-0.1,-9,·,-3
O=C(OCc1cc2ccccc2[nH]c1=O)c1ccncc1,-2,0,7,112,-3,-0.7,-0.1,-4,7,0
CCOC(=O)c1ccc(NC(=S)NN2CCN(C)CC2)cc1,6,0,-9,101,-3,-2.5,0.0,0,-2,2
COCC(=O)N1CCC(Oc2ccc(C(=O)NC(C)c3nc(C)sc3C)cc2)CC1 (configuration not stated),-6,1,-7,98,2,-1.5,0.4,-15,9,4
O=C1c2cccnc2C(=O)N1C1CCCCC1,3,0,-10,96,-3,-2.6,0.0,-15,5,-1
CC(OC(=O)c1ccco1)C(=O)Nc1ccc(Cl)cn1 (configuration not stated),3,2,4,96,5,-2.8,0.0,-3,-1,0
O=C1C(CCS(=O)c2ccccc2)C(=O)N(c2ccccc2)N1c1ccccc1 (configuration not stated),-2,1,-1,99,-11,0.2,0.0,-11,1,6
# Other entries.
SMILES,Vif inh,Glyco luc inh,TLR9-MyD88 block,ABCB6 inh MLPCN,ABHD5-PLIN5 inh,MC4R ag barr,aDG glyco act,NOD2 RIPK2 PPI,MC4R antag cAMP,Exocytosis inh
CC(=O)n1c(-c2ccccc2)c(-c2ccccc2)n(C)c1=O,0,13,0,92,8,1.6,0.0,8,-3,8
COc1cccc(NC(=O)CN(C)C(=O)c2cccc(S(=O)(=O)N3CC4(C)CC3CC(C)(C)C4)c2)c1 (configuration not stated),-3,-2,-13,98,-7,0.8,-0.1,5,10,3
C=CCn1c(Br)nc2c1c(=O)[nH]c(=O)n2C,·,·,-2,99,5,-1.9,-0.1,-22,-1,-5
COC(=O)C1CCN(c2ccc(Cl)nn2)CC1,11,0,-20,101,-1,-0.1,0.4,-2,16,1
O=C1NC2(CCCCCC2)N=C1c1ccc(F)cc1,3,2,-9,100,2,0.5,-0.1,5,4,-3
C[C@H](CO)N1C[C@H](C)[C@H](CN(C)Cc2ccccc2)Oc2ccc(NC(=O)Nc3ccc(F)cc3)cc2C1=O,-2,-4,-3,93,11,0.7,0.8,-3,1,0
COc1cc2cc(CCOC(=O)c3ccco3)oc(=O)c2cc1OC,3,-1,-11,104,4,2.7,-0.4,-9,6,-3

# Source: PubChem BioAssay
